miR-122 sensor: miR-122 inhibition in Huh7 cells; Huh7 miR-122 Renilla luciferase sensor, 48 h; neutral wells = 0, positive control = 100; activation (reporter increase), % at 12.5 µM; hit rate 0.3% among 340,000;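 active means mean replicate activation score at least 90 and every replicate individually at or above 90; inconclusive means only one of the two criteria met; inactive means neither criterion met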;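 further: higher luciferase means less miR-122 activity so hits act as miR-122 inhibitors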
ERAP1 HTS inh: ERAP1 (human) enzyme inhibition; inhibition, % at 10.7 µM; Q9NZ08; AID 652197; hit rate 0.15% among 340,000; recombinant ERAP1, Leu-AMC fluorescence, 60 min;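 active means mean replicate inhibition of at least 30%, or all replicates individually reaching that 30% level; inactive means mean below 30% and not every replicate reaching it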;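 further: 0% = neutral control wells and 100% = L-leucinethiol positive control wells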
Target sequence (Q9NZ08 whole entry, looked up): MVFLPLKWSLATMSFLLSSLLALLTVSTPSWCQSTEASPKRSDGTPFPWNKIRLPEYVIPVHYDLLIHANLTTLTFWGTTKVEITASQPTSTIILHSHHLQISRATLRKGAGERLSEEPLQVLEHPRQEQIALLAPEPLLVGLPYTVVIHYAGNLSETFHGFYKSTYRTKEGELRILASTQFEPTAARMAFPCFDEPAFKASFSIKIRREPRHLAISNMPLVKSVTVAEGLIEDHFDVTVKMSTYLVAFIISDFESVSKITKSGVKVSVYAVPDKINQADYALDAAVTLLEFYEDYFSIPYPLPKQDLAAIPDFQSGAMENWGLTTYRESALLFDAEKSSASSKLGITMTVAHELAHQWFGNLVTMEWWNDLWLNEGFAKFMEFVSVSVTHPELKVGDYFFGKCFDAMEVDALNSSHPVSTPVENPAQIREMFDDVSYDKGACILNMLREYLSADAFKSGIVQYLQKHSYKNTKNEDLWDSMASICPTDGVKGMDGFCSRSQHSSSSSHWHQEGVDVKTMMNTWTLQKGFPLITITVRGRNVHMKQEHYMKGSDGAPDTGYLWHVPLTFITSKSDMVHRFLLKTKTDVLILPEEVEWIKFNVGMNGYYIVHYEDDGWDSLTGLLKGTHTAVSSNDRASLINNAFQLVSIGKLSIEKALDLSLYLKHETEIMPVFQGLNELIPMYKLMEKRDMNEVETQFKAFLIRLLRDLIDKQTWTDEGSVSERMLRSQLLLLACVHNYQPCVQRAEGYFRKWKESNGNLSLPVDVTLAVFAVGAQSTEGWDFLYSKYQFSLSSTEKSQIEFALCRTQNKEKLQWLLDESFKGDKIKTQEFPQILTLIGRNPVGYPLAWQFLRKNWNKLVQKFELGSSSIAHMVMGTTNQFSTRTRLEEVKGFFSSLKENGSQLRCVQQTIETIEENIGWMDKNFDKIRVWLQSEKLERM
CFTR F508del cor: correctors of CFTR F508del function in bronchial epithelial cells; activity (quench increase), % at 7.58 µM; AID 720511; hit rate 0.36% among 350,000; CFBE cells, YFP halide quenching; stimulated with forskolin plus potentiator P3; % fluorescence drop versus neutral controls;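 active means mean added fluorescence quench of at least 8% versus neutral control, with both replicates also reaching 8%; inconclusive means only one of the mean or replicate conditions met; inactive means mean below 8% and not both replicates reaching 8%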;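 further: cells transiently co-express mutant CFTR-F508del with the halide-sensitive YFP; corrector assay measuring rescue of mutant channel to the surface after 24 h compound exposure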
DENV2 CPE rescue: DENV2-induced cell death inhibition; CPE inhibition, % at 9.99 µM; DENV2-infected cells, cytopathic effect rescue, plate reader; AID 651640; hit rate 1.7% among 350,000; in the data active means CPE inhibition above about 20%, passing the limit was not always enough; inconclusive means no clear call, values can overlap the other calls; tested in BHK-21 cells;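 further: 0% = median of neutral control wells and 100% = median of positive control wells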
ERp5 inh: ERp5 (human) disulfide isomerase inhibition; Q15084; ERp5 insulin aggregation, absorbance 650 nm, 90 min; inhibition, % at 9.99 µM; hit rate 0.05% among 350,000; AID 651711;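 active means mean replicate inhibition above about 25%, with every replicate also reaching it, limit read from the data, passing the limit was not always enough; inconclusive means only one of those two criteria met; inactive means neither criterion met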
SIRT5 inh: inhibitors of human sirtuin-5 desuccinylase | Purified SirT5, succinyl-peptide AMC, trypsin-coupled fluorescence | Q9NXA8 | inhibition, % at 15 µM | hit rate 1.1% among 330,000; in the data active means inhibition above about 15%; inconclusive means no clear call, values can overlap the other calls
Casp6 inh: blocks human caspase-6 cleavage activity; inhibition, % at 12.5 µM; purified caspase-6, Z-VEID-R110 cleavage fluorescence; hit rate 0.53% among 350,000; AID 686996;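 active means mean inhibition across replicates at least about 35%, with every replicate also reaching that limit, limit read from the data; inconclusive means only one of the two criteria met; inactive means neither criterion met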;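 further: 0% = median of neutral control wells and 100% = no fluorescence left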
An asterisk follows results filed as active; ? = inconclusive; nt = not tested or not shown; & = joins results of further samples; [ ] = dose if it differs, or a comment.

SMILES	miR-122 sensor	ERAP1 HTS inh	CFTR F508del cor	DENV2 CPE rescue	ERp5 inh	SIRT5 inh	Casp6 inh
CCNC(=S)Nc1cc(-c2ccc(Cl)cc2)[nH]n1	nt	3	-1.7	-4	-7	-1	5
CO[C@H]1CC[C@H]2CCN(C)C(=O)[C@@H](C)[C@H](OC)CN(C)C(=O)c3cccc(C#N)c3OC[C@@H]1O2	nt	1	-0.6	5	-2	8	-2
CC(=O)N1CCN(CC(=O)Nc2ccc(C)c(S(=O)(=O)N(C)C)c2)CC1	nt	4	2.0	-7	6	-3	-5
CC12CCC3c4ccc(OCCCO)c([N+](=O)[O-])c4CCC3C1CCC2=O (stereo not drawn)	nt	1	-3.1	43*	-2	nt	3
CC=Cc1ccc2n(c1=O)C[C@@H]1[C@@H](CO)[C@H](C(=O)N(C)C)N(CCC)[C@H]21 (mixture of isomers)	nt	4	0.8	-5	-1	-3	-2
CC1Cc2ccccc2N1C(=S)Nc1cccc(S(=O)(=O)N(C)C)c1 (stereo not drawn)	-3	-4	0.6	-3	2	-1	12
Cc1cc([N+](=O)[O-])nn1Cc1noc(C(=O)NCCCn2ccnc2)n1	1	-5	1.5	-6	1	1	-17
CCOC(=O)[C@H]1[C@H]2COc3cc(OC)ccc3[C@@H]2N2C(=O)c3cc(OC)ccc3NC(=O)[C@@]12C	-3	nt	-0.9	-7	3	nt	3
O=[N+]([O-])c1ccc(CN2CCN(c3ccccc3)CC2)o1	nt	5	0.4	-2	2	0	6
CC1(CCC(=O)N2CCCC(N3CCN(c4ccc(F)cc4)CC3)C2)CC1 (stereo not drawn)	-1	-1	3.6	-7	-1	-4	1
O=C(Cc1cccc(NC(=O)C2CCCN(C(=O)C3CCCCC3)C2)c1)Nc1cccc(C(=O)N2CCOCC2)c1 (stereo not drawn)	-2	8	4.1	11	1	0	-1
CN1C(=O)c2cc(NC(=O)c3cccc(F)c3)ccc2OC[C@H]2O[C@H](CC(=O)NCC3CCCCC3)CC[C@@H]21	nt	0&0	nt	12&1	0&2	-1&3	-1&4
CC(=O)c1cc2c(cc1N/C(=N/S(=O)(=O)c1ccc(Br)cc1)c1ccccc1)OCO2	2	2	1.3	-3	2	0	-5
O=C(O)CNC(=O)c1ccc(NC(=O)/C(=C/c2ccccc2)NC(=O)c2ccccc2)cc1	1	0	-0.4	-6	2	4	-1
CN1CCN(C(=O)C[C@H]2CC[C@@H]3[C@H](COC[C@H](O)CN3C(=O)Nc3ccc4c(c3)OCO4)O2)CC1	5[16.7 µM]	0	-1.9	2	-6	0	1
CCOc1ccc(S(=O)(=O)N2CCN(C(=O)c3ccco3)CC2)cc1	-2	2	-2.1	3	-2	2	-1
COc1ccccc1NC(=O)Nc1nnc(CC(=O)Nc2ccccc2C)s1	nt	1	-2.2	-2	-5	2	-2
CC(=O)c1cccc(NC(=O)CCCN(C)S(=O)(=O)c2ccc(F)cc2)c1	-6	1	-2.7	2	1	1	2
CCOC(=O)N1CCN(S(=O)(=O)c2ccc(C(=O)N(CCN(CC)CC)c3nc4c(C)cccc4s3)cc2)CC1	0	-2	-0.3	-10	-2	-3	-4
S=c1[nH]nc(-c2cccs2)n1/N=C/c1cccs1	nt	6	-2.5	nt	4	-5	3
CN(C(=O)c1ccc(S(=O)(=O)N2CCCC2)cc1)C1CCS(=O)(=O)C1 (stereo not drawn)	nt	-2	-0.9	-6	2	-3	0
Cc1ccc(C(C(=O)NC(C)(C)C)N(C(=O)CCC(=O)Nc2ccccn2)c2ccccc2F)cc1 (stereo not drawn)	-1	1	1.4	1	2	19*	4
Cc1cccc(CC(=O)Nc2cccnc2)c1	-1	1	8.4*	7	8	7	-3
COc1ccc(C(=O)NC2CC(C)(C)Cc3c2cnn3-c2ccccc2C)c(OC)c1OC (stereo not drawn)	nt	-1	1.9	-1	-4	4	5
Cc1ccc(NC(=O)CN(C)S(=O)(=O)c2cccc3cccnc23)cc1F	nt	-3	-0.7	9	nt	-1	0

Next part; the last 7 above are carried over.
SMILES	miR-122 sensor	ERAP1 HTS inh	CFTR F508del cor	DENV2 CPE rescue	ERp5 inh	SIRT5 inh	Casp6 inh
CCOC(=O)N1CCN(S(=O)(=O)c2ccc(C(=O)N(CCN(CC)CC)c3nc4c(C)cccc4s3)cc2)CC1	0	-2	-0.3	-10	-2	-3	-4
S=c1[nH]nc(-c2cccs2)n1/N=C/c1cccs1	nt	6	-2.5	nt	4	-5	3
CN(C(=O)c1ccc(S(=O)(=O)N2CCCC2)cc1)C1CCS(=O)(=O)C1 (stereo not drawn)	nt	-2	-0.9	-6	2	-3	0
Cc1ccc(C(C(=O)NC(C)(C)C)N(C(=O)CCC(=O)Nc2ccccn2)c2ccccc2F)cc1 (stereo not drawn)	-1	1	1.4	1	2	19*	4
Cc1cccc(CC(=O)Nc2cccnc2)c1	-1	1	8.4*	7	8	7	-3
COc1ccc(C(=O)NC2CC(C)(C)Cc3c2cnn3-c2ccccc2C)c(OC)c1OC (stereo not drawn)	nt	-1	1.9	-1	-4	4	5
Cc1ccc(NC(=O)CN(C)S(=O)(=O)c2cccc3cccnc23)cc1F	nt	-3	-0.7	9	nt	-1	0
CCC(=O)N[C@@H]1CC[C@@H](CC(=O)NCc2cc(F)cc(F)c2)O[C@H]1CO	8[16.7 µM]	0	-0.5	-2	-1	-3	1
N#Cc1cccc(-n2nnnc2-c2ccc3c(c2)OCO3)c1	-5	-1	nt	nt	4	0	3
C[C@@H]1CN([C@H](C)CO)C(=O)c2cc(NC(=O)NC3CCCCC3)ccc2O[C@@H](C)CCCCO[C@@H]1CN(C)Cc1ccccc1	-8[16.7 µM]	-1	3.7	-5	4	4	-3
CCN(CC)c1ccc2c(C)c(CO)c(=O)oc2c1	-1	-36	-0.1	nt	-2	-5	-4
CC(C)C#Cc1ccc2c(c1)O[C@@H](CN(C)CC1CCOCC1)[C@H](C)CN([C@@H](C)CO)S2(=O)=O	8[16.7 µM]	1	-0.4	-8	-5	3	2
O=S(=O)(c1ccc(F)cc1)N1CCCCN2[C@H](C1)[C@H](c1ccc(-c3ccccc3F)cc1)[C@@H]2CO	5[16.7 µM]	0	-1.4	-1	5	17*	-1
Cc1onc(-c2c(Cl)cccc2Cl)c1C(=O)NCCc1ccc(S(N)(=O)=O)cc1	-12	0	nt	nt	1	-4	1
CCN(CC)N=Nc1ccc(C(=O)O)cc1	nt	-1	nt	-3	-5	2	1
Cc1cccc2sc(NC(=O)c3ccc(OCC4CCCO4)cc3)nc12 (stereo not drawn)	-5	-3	0.8	5	-2	2	-2
CCCCN(C)C(=O)c1cc2cc([N+](=O)[O-])cc(OC)c2oc1=O	-10	0	0.3	6	-2	-1	-2
C[C@@H]1CN([C@H](C)CO)C(=O)Cc2cc(NC(=O)c3ccncc3)ccc2O[C@H]1CN(C)Cc1ccc(C(=O)O)cc1	-12[16.7 µM]	1	-2.2	-6	5	-3	2
CC(C)(C)C(=O)NCc1ccc(C(=O)CSc2nnc(C3CC3)n2C2CC2)s1	-6	-2	1.3	-10	5	0	5
CC(C)(/C=N/O)/[N+]([O-])=C/c1ccccc1	-2	1	-1.7	-1	1	2	0
CCOC(=O)c1ccc(NC(=O)N2CCOCC2)cc1	nt	-2	-1.3	-22	-1	-2	4
Cc1ccc(C)n1-c1ccc(N2CCOCC2)c([N+](=O)[O-])c1	nt	3	-0.4	1	2	-1	1
CC(=O)c1cccc(NC(=O)N2CCCc3ccccc32)c1	-21	0	-1.9	8	2	-3	1
COc1ccc2sc(NC(=O)NC(=O)c3c(Cl)cccc3Cl)nc2c1	nt	-4	-0.4	-8	2	-6	4
CC(C)C(=O)Nc1nc(-c2ccc3c(c2)CCN3C(=O)C2CC2)cs1	0	0	-1.2	13	-4	1	-7
CCc1nc2c(OCCn3cccc3)cccn2c1N(C=O)Cc1ccccc1	-7	0	-2.5	-6	-4	3	-1
Cn1cc(CCNC(=O)C2CCC(=O)N(CCc3ccc(Cl)cc3)C2)cn1 (stereo not drawn)	-2	0	1.9	10	-1	-1	2
CO[C@H]1CC[C@H]2CCN(C)C(=O)[C@@H](C)[C@@H](OC)CN(C)C(=O)c3cccc(C#N)c3OC[C@@H]1O2	nt	1	-0.5	1	-1	2	-3
Cn1nccc1C(=O)N1CCN(c2ccccc2Cl)CC1	2	-3	-1.3	1	-3	-3	3
COC(=O)c1ccccc1NC(=O)c1ccccc1N(C)S(=O)(=O)c1ccccc1	-4	-6	0.7	16	0	-1	-1
CCCC(=O)Nc1cccc(NC(=S)NC(=O)C(C)Oc2ccc(Cl)cc2Cl)c1 (stereo not drawn)	-3	-2	nt	-7	7	-5	2
Cn1cccc1C(=O)Nc1ccc(Cl)c(S(=O)(=O)N2CCCCC2)c1	13	-2	2.3	0	3	-3	4

Profiles, quoted from the list. Order of values: miR-122 sensor, ERAP1 HTS inh, CFTR F508del cor, DENV2 CPE rescue, ERp5 inh, SIRT5 inh, Casp6 inh
`C[C@@H]1CN([C@H](C)CO)C(=O)c2cc(NC(=O)NC3CCCCC3)ccc2O[C@@H](C)CCCCO[C@@H]1CN(C)Cc1ccccc1` is entered as -8[16.7 µM], -1, 3.7, -5, 4, 4, -3
`COc1ccc2sc(NC(=O)NC(=O)c3c(Cl)cccc3Cl)nc2c1` is entered as nt, -4, -0.4, -8, 2, -6, 4

(listing goes on)
SMILES	miR-122 sensor	ERAP1 HTS inh	CFTR F508del cor	DENV2 CPE rescue	ERp5 inh	SIRT5 inh	Casp6 inh
COc1ccc(-c2csc(N3CCN(C(=O)c4ccco4)CC3)n2)cc1	-8	-2	1.6	-2	1	nt	3
COc1ccc2c3c(n(C)c2c1)[C@H](CO)N(CC1CC1)CC31CN(S(=O)(=O)c2cccs2)C1	nt	1	1.5	6	-14	-3	-2
O=C1/C(=C/c2ccc([N+](=O)[O-])cc2)Oc2cc(O)ccc21	nt	2	0.2	5	-1	16*	2
Cn1cccc1C(=O)N/N=C/c1c(Cl)cccc1Cl	-3	0	-2.3	-2	2	-4	-3
COc1cccc(NC(=O)N[C@H]2CC[C@@H](CC(=O)N3CCCCC3)O[C@@H]2CO)c1	nt	-3	1.4	?	11	6	1
CC(C)(C)OC(=O)NCC1CCN(S(=O)(=O)Cc2ccccc2)CC1	9	-1	0.7	2	5	-1	-2
COc1ccccc1CN1CCNC(=O)C1CC(=O)NCc1cn(C)nc1C (stereo not drawn)	-2	-2	-4.4	2	3	3	-1
CN(c1ccc(OCC(=O)OCC(=O)Nc2ccc([N+](=O)[O-])cc2)cc1)S(=O)(=O)c1cccs1	nt	3	1.0	?	-5	-4	0
CC(=O)N(C)C[C@H]1Oc2cc(C#CCC(C)C)ccc2S(=O)(=O)N([C@@H](C)CO)C[C@H]1C	-14[16.7 µM]	2	3.3	0	-2	2	0
CC1CCc2nc(/C(C#N)=C/c3cccnc3)sc2C1 (stereo not drawn)	nt	5	-1.1	2	-7	2	-2
O=S(=O)(c1ccc(F)c(F)c1F)N1CCN(c2ncnc3sccc23)CC1	nt	2	-0.6	12	-1	-3	-2
CCCNC(=O)C1=C(C)C(=O)OC12CCC(C)CC2 (stereo not drawn)	-2	19	0.1	-2	12	-4	-1
C[C@H](CO)N1C[C@H](C)[C@H](CN(C)C(=O)c2ccc(F)cc2)Oc2ncc(-c3ccncc3)cc2C1=O	-6[16.7 µM]	-2	-3.0	-9	3	2	-2
COc1ccc(C(=O)NCC(=O)Nc2ccc(F)cc2)cc1OC	4	1	3.2	-3	-1	-2	3
O=C(C[n+]1ccc2ccccc2c1)c1ccc2ccc3ccccc3c2c1	nt	4	-1.2	3	7	-14	-3
Cn1c(=O)c2c(ncn2CC(=O)OCC(=O)NCc2ccc(F)cc2)n(C)c1=O	-13	-2	2.4	-8	-14	nt	1
Cc1cc(C)c(NC(=O)c2ccc3nccnc3c2)c(C)c1	-4	-2	-0.6	2	0	-27	4
COC(=O)C1CCN(C(=O)CN(C)Cc2ccc(C(C)(C)C)cc2)CC1	-3	2	1.2	-3	1	-2	-5
